Screening data deposited in PubChem BioAssay by Broad Institute.
RAD54 inh: RAD54 (human) branch migration inhibition. Q92698. RAD54 Holliday junction branch migration, FAM/BHQ fluorescence. inhibition, % at 10.4 µM. actives 0.14% (n = 360,000);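 active = mean normalized replicate activity at least 40 and at least half of replicates scoring 40 or more; inconclusive = only one of the two criteria met; inactive = mean below 40 and under half of replicates reaching 40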;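 also: 0% = median of neutral control wells and 100% = median of positive control wells; inhibitors cause a drop in the FAM fluorescence signal; in these data hits start at about 50%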
S100A4 inh HTS: inhibitors of human S100A4 binding to myosin IIA peptide | P26447 | actives 0.14% (n = 360,000) | S100A4/TAMRA-MyoIIA peptide fluorescence polarization | AID 652163 | inhibition, % at 10.7 µM;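 active = mean inhibition of at least 70% across replicates, with every replicate also reaching that level; inconclusive = mean inhibition reaches 70% but some replicates fall short; inactive = mean inhibition below 70%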
Target sequence (P26447 whole entry, looked up): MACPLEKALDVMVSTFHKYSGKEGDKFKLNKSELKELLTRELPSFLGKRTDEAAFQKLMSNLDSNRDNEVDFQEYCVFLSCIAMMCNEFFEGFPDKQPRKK
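incubation = readout 5 min after mixing, signal stable up to 60 min | system = S100A4 monomer protein | buffer or medium = HEPES pH 7.2 with CaCl2, KCl, NaCl, DTT, Triton | benchmarks = neutral control DMSO, positive control TFP | also added = fluorescent myosin IIA peptide, 5 nM | compound dosing = one concentration per compound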
E-selectin induc: induces E-selectin expression in human endothelial cells; P16581; HUVEC E-selectin immunofluorescence imaging; normalized: neutral wells 0, TNF-alpha wells 100; activation, % at 7.58 µM; actives 0.37% (n = 260,000); AID 686992;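 active = mean E-selectin-positive cell signal at least 10% of the positive control, reached in at least 60% of replicates, without over 20% cell loss; inconclusive = no rule given, readout overlaps actives, possibly toxicity-flagged; inactive = the rest, including those meeting only one limit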;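 also: in these data hits start at about 27%; measured in HUVEC primary endothelial cells; signal is the percent of cells scored E-selectin positive by PE staining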
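Assay system: HUVEC, human umbilical vein endothelial cells / Amount: 3,000 HUVEC/well / Controls: TNF-alpha positive control, DMSO neutral control / Compound dosing: single concentration / Medium: EGM-2 over gelatin coat / Evaluation: percent E-selectin-positive cells / Signal: immunofluorescence imaging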
RAD52 inh: inhibitors of human RAD52 DNA annealing | P43351 | actives 0.46% (n = 360,000) | inhibition, % at 18.7 µM | AID 651710 | recombinant RAD52 DNA annealing, FRET fluorescence;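 active = every replicate showing at least 50% inhibition; inconclusive = mean inhibition at least 50% but not in every replicate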
ERAP1 HTS inh: ERAP1 (human) enzyme inhibition; recombinant ERAP1, Leu-AMC fluorescence, 60 min; inhibition, % at 10.7 µM; actives 0.15% (n = 340,000);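 active = mean replicate inhibition of at least 30%, or all replicates individually reaching that 30% level; inactive = mean below 30% and not every replicate reaching it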;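 also: 0% = neutral control wells and 100% = L-leucinethiol positive control wells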
Target sequence (Q9NZ08 whole entry, looked up): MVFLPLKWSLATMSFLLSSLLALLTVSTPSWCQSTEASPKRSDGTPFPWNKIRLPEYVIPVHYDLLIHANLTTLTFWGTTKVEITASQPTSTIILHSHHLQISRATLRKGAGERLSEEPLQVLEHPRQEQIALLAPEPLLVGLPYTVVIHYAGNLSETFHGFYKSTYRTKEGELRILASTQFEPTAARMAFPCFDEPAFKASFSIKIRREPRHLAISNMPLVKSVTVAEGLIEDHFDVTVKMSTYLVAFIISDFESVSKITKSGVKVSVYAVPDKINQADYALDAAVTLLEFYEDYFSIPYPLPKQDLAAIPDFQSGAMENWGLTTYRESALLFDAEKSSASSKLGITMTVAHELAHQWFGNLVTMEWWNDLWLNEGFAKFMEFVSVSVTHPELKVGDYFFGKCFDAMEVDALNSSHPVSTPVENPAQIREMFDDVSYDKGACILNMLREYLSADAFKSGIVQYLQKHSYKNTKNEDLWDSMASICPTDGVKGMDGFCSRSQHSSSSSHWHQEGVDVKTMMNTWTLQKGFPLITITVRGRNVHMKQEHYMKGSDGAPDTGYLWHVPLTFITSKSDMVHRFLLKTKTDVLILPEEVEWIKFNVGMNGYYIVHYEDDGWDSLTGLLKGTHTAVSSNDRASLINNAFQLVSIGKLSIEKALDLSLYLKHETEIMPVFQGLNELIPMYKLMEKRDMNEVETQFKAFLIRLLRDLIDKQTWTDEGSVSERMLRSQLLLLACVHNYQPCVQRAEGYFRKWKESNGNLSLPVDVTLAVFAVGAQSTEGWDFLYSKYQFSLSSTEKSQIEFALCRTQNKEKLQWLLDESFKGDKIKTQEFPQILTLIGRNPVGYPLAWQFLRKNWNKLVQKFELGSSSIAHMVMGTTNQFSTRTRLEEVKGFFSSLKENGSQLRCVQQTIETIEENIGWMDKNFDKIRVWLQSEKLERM
XiGFP reactiv: activators of X-chromosome reactivation in mouse fibroblasts. XiGFP mouse fibroblasts, % GFP-positive cells imaging, 3 d; cells co-treated with 5-aza-dC sensitizer; scaled so ellipticine positive control = 100%. activation, % at 7.58 µM. actives 0.055% (n = 360,000);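 active = mean normalized replicate activation at least 10% and every replicate at or above 10%; inconclusive = only one of the two criteria met; inactive = mean below 10% and not all replicates reach 10%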;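 also: 0% = median of on-plate neutral control wells and 100% = ellipticine 6 µM median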
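Material: XiGFP fibroblasts, SV40-immortalized; Buffer or medium: DMEM containing 5-aza-dC; Compound dosing: single point; Times: 3 days compound exposure.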
ERp5 block: inhibitors of human ERp5; inhibition, % at 9.99 µM; ERp5 insulin aggregation, absorbance 650 nm, 90 min; Q15084; actives 0.05% (n = 350,000);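 active = mean replicate inhibition above about 25%, with every replicate also reaching it, limit read from the data, passing the limit was not always enough; inconclusive = only one of those two criteria met; inactive = neither criterion met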
esBAF inh: SWI/SNF esBAF complex inhibition. AID 602393. reporter increase, % at 12.5 µM. mouse ES cells, Bmi1-luciferase knock-in reporter, 24 h; 100% = twice the neutral-well signal. actives 2% (n = 350,000); in the data active = activation above about 40%; inconclusive = no clear call, values can overlap the other calls;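 also: 0% = median of the plate's neutral control wells and 100% = double that signal; a rise in the Bmi1 reporter signal indicates esBAF inhibition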
* hit, by the source's call. Rows were taken by chance. About 2.5% of those tested had a hit in this group.

The first two compounds, ahead of the listing:
Screening CCN(CC)S(=O)(=O)c1ccc(-c2cn3ccc(C)cc3n2)cc1 returned RAD54 inh 9, S100A4 inh HTS 6, RAD52 inh -15, ERAP1 HTS inh -1, XiGFP reactiv 0.1, ERp5 block 5 and esBAF inh 42*.
O=C(Nc1cc(F)ccc1F)N[C@@H]1C=C[C@H](CC(=O)N2CCc3ccccc3C2)O[C@H]1CO was read as RAD54 inh -3, S100A4 inh HTS 0, E-selectin induc -0.3, RAD52 inh 4, ERAP1 HTS inh 0, XiGFP reactiv 0.0, ERp5 block -2 and esBAF inh -6.

Main list, from the first entry:
Screening CCN(CC)S(=O)(=O)c1ccc(-c2cn3ccc(C)cc3n2)cc1 returned RAD54 inh 9, S100A4 inh HTS 6, RAD52 inh -15, ERAP1 HTS inh -1, XiGFP reactiv 0.1, ERp5 block 5 and esBAF inh 42*.
O=C(Nc1cc(F)ccc1F)N[C@@H]1C=C[C@H](CC(=O)N2CCc3ccccc3C2)O[C@H]1CO was read as RAD54 inh -3, S100A4 inh HTS 0, E-selectin induc -0.3, RAD52 inh 4, ERAP1 HTS inh 0, XiGFP reactiv 0.0, ERp5 block -2 and esBAF inh -6.
`CC(C)(C)c1ccc(CC(=O)N2CCC2(C)C(=O)N2CCCCC2)cc1` (centres undefined) gave RAD54 inh -2, S100A4 inh HTS 1, E-selectin induc -0.1, RAD52 inh -5, ERAP1 HTS inh -5, XiGFP reactiv 1.0, ERp5 block 3 and esBAF inh -7.
For COc1cc2c(cc1OC)C(c1ccccc1C(F)(F)F)CC(=O)N2 (centres undefined) the results were RAD54 inh 4, S100A4 inh HTS -2, RAD52 inh -8, ERAP1 HTS inh 0, XiGFP reactiv 0.0, ERp5 block 1 and esBAF inh 6.
Screening CN1OC[C@@H]2CN(C(=O)c3ccc([N+](=O)[O-])cc3)[C@H](c3ccccc3Br)C[C@@H]21 returned S100A4 inh HTS -2, E-selectin induc 0.6, RAD52 inh -4, ERAP1 HTS inh -1, XiGFP reactiv 0.1 and ERp5 block 0.
For O=C(NC1CCSc2ccccc21)c1cccc([N+](=O)[O-])c1 (centres undefined) the results were RAD54 inh 3, S100A4 inh HTS -7, E-selectin induc -0.1, RAD52 inh -7, ERAP1 HTS inh -1, XiGFP reactiv -0.1 and ERp5 block 0.
`NC(=O)Cn1nc([N+](=O)[O-])nc1Oc1ccccc1C(=O)N1CCOCC1` gave S100A4 inh HTS 11, E-selectin induc 18, RAD52 inh -6, ERAP1 HTS inh -3, XiGFP reactiv 1.2 and ERp5 block 1.
`CC1(NC(=O)N2CCOCC2)CCS(=O)(=O)C1` (centres undefined) gave RAD54 inh -6, S100A4 inh HTS -4, RAD52 inh -1, ERAP1 HTS inh 10, ERp5 block 1 and esBAF inh -1.
`C[C@@H]1CN([C@@H](C)CO)C(=O)c2cccc(N(C)C)c2O[C@H]1CN(C)S(=O)(=O)c1cccs1` gave RAD54 inh 0, S100A4 inh HTS 5, E-selectin induc 0.0, RAD52 inh 4, ERAP1 HTS inh 2, XiGFP reactiv -0.2, ERp5 block 2 and esBAF inh 3.
`COC(C[C@H](O)C[C@@H](O)[C@H](C)OCc1ccccc1)OC` gave RAD54 inh 2, S100A4 inh HTS 0, E-selectin induc 0.0, RAD52 inh -7, ERAP1 HTS inh -2, XiGFP reactiv 0.1, ERp5 block 0 and esBAF inh 2.
Screening Cc1ccc(C(=O)N[C@H](C(=O)NC2CCCCCCC2)C(C)C)cc1 returned RAD54 inh 6, S100A4 inh HTS -5, RAD52 inh -11, ERAP1 HTS inh 1, XiGFP reactiv 0.1, ERp5 block 0 and esBAF inh 3.
`CCN(CC)S(=O)(=O)c1cccc(C(=O)NCC2CCCO2)c1` (centres undefined) gave RAD54 inh 4, S100A4 inh HTS 0, RAD52 inh -20, ERAP1 HTS inh -1, ERp5 block 0 and esBAF inh -5.
For Cc1ccccc1N1C(=O)CSC1=C(C#N)C#N the results were RAD54 inh -12, S100A4 inh HTS -93, RAD52 inh -54, ERAP1 HTS inh 2, XiGFP reactiv 0.0, ERp5 block -5 and esBAF inh -3.
For CCOC(=O)c1sc(NC(=O)c2cccnc2)c(C#N)c1C the results were RAD54 inh -3, S100A4 inh HTS -8, RAD52 inh -12, ERAP1 HTS inh -1, ERp5 block 2 and esBAF inh 8.
Screening COc1ccc(S(=O)(=O)NC2CCCCC2)cc1C(=O)N1CCCCC1 returned RAD54 inh -10, S100A4 inh HTS -1, E-selectin induc 0.3, RAD52 inh -6, ERAP1 HTS inh 2, XiGFP reactiv 0.3, ERp5 block -1 and esBAF inh 3.
Screening Cc1cc(C)cc(NC(=O)COC(=O)CCC2CCCC2)c1 returned RAD54 inh 6, S100A4 inh HTS -6, RAD52 inh -14, ERAP1 HTS inh 0, XiGFP reactiv -0.3, ERp5 block 3 and esBAF inh -4.
`C[C@H](CO)N1C[C@H](C)[C@H](CN(C)S(=O)(=O)c2cn(C)cn2)Oc2c(NS(=O)(=O)c3ccc(F)cc3)cccc2C1=O` gave RAD54 inh -6, S100A4 inh HTS -4, E-selectin induc 0.9, RAD52 inh -7, ERAP1 HTS inh 0, XiGFP reactiv -0.3, ERp5 block -3 and esBAF inh -2.
For COc1ccc(S(=O)(=O)Nc2cccc(-n3cnnn3)c2)cc1OC the results were RAD54 inh 9, S100A4 inh HTS -9, RAD52 inh -8, ERAP1 HTS inh -5, XiGFP reactiv 0.1, ERp5 block 2 and esBAF inh 2.
Screening COC(=O)[C@@]12C[C@@H](CC(=O)N3CCCC3)C(=O)N(Cc3cccc4ccccc34)C1=CCC(C)(C)C2 returned S100A4 inh HTS -18, E-selectin induc -0.3, RAD52 inh -33, ERAP1 HTS inh -4, XiGFP reactiv 0.1 and ERp5 block 2.
CCCN(C)C1CN(Cc2cn(CCCC(=O)OC)nn2)S(=O)(=O)C1 (centres undefined) was read as S100A4 inh HTS -2, E-selectin induc inconclusive, RAD52 inh -18, XiGFP reactiv 0.0 and ERp5 block -1.
For O=C(c1ccccc1F)N1CCN(S(=O)(=O)c2ccc(S(=O)(=O)N3CCCCC3)cc2)CC1 the results were S100A4 inh HTS 2, RAD52 inh 9, ERAP1 HTS inh 7 and ERp5 block -3.
Screening O=C(N[C@H]1CC[C@@H](CCn2cc(-c3ccccc3)nn2)O[C@H]1CO)c1cnccn1 returned RAD54 inh -6, S100A4 inh HTS 3, E-selectin induc 0.3, RAD52 inh 4, ERAP1 HTS inh 0, XiGFP reactiv -0.7, ERp5 block 0 and esBAF inh -5.
Screening O=C(Nc1ccccc1)N1CC(=O)N2[C@H](C1)[C@@H](c1ccc(C#Cc3cccnc3)cc1)[C@@H]2CO returned S100A4 inh HTS -4, E-selectin induc 0.6, RAD52 inh -30, ERAP1 HTS inh 0, XiGFP reactiv 0.1 and ERp5 block 5.
`CCN(CC)CCn1c(N)cc(=O)[nH]c1=O` gave S100A4 inh HTS 3, E-selectin induc 1.0, RAD52 inh -10, ERAP1 HTS inh -1, XiGFP reactiv 1.0 and ERp5 block -1.
C[C@@H]1CN([C@H](C)CO)C(=O)c2cccc(NC(=O)Nc3ccc(F)cc3)c2O[C@H]1CN(C)Cc1ccc(Cl)c(Cl)c1 was read as RAD54 inh 3, S100A4 inh HTS -2, E-selectin induc 1.2, RAD52 inh -3, ERAP1 HTS inh 0, XiGFP reactiv 0.0, ERp5 block 3 and esBAF inh -1.
`Nc1cc(C(=O)OCC(=O)NC(c2ccccc2)c2ccccc2)ccc1Cl` gave RAD54 inh 3, E-selectin induc -0.2, XiGFP reactiv 0.1 and esBAF inh -1.
Screening C[C@@H]1CN([C@H](C)CO)C(=O)c2cccc(NC(=O)Nc3ccccc3)c2O[C@@H]1CN(C)S(=O)(=O)c1cn(C)cn1 returned RAD54 inh -8, S100A4 inh HTS 10, E-selectin induc 0.0, RAD52 inh -4, ERAP1 HTS inh -1, XiGFP reactiv -0.7, ERp5 block -12 and esBAF inh 3.
`C[C@@H]1CN([C@@H](C)CO)S(=O)(=O)c2ccc(C#Cc3ccccn3)cc2O[C@@H]1CN(C)Cc1cccc(F)c1` gave RAD54 inh 0, S100A4 inh HTS -5, E-selectin induc -0.3, RAD52 inh -34, ERAP1 HTS inh 2, XiGFP reactiv -0.8, ERp5 block 7 and esBAF inh -4.
For Cc1cc(C(=O)N2CCN(c3ncccn3)CC2)nn1C the results were S100A4 inh HTS 1, RAD52 inh 0, XiGFP reactiv -0.1 and ERp5 block -1.
For Cc1ccc(N2CC(C(=O)NC3CC3)CC2=O)cc1 (centres undefined) the results were RAD54 inh 4, S100A4 inh HTS -13, RAD52 inh -14, ERAP1 HTS inh -1, XiGFP reactiv 0.0, ERp5 block -1 and esBAF inh -3.
CN(C)c1ncnc2[nH]ncc12 was read as S100A4 inh HTS -2, E-selectin induc -3.4, RAD52 inh 3, ERAP1 HTS inh -1, XiGFP reactiv 0.0, ERp5 block -2 and esBAF inh -5.
Screening O=C(COC(=O)c1cccnc1Cl)NC(=O)c1ccc(OC(F)F)cc1 returned RAD54 inh 5, S100A4 inh HTS 4, RAD52 inh -12, ERAP1 HTS inh 2, XiGFP reactiv 0.0, ERp5 block -8 and esBAF inh 4.
`COc1cccc(C(C)(O)c2nc(-c3cccc(F)c3)cs2)c1` (centres undefined) gave RAD54 inh 4, S100A4 inh HTS 4, E-selectin induc 0.4, RAD52 inh 6, ERAP1 HTS inh 0, XiGFP reactiv 0.1, ERp5 block 1 and esBAF inh 3.
`Cc1cccc(NC(=O)c2ccc([N+](=O)[O-])o2)c1C` gave RAD54 inh -3, S100A4 inh HTS 0, E-selectin induc -4.3, RAD52 inh -1, ERAP1 HTS inh -1, XiGFP reactiv 0.0, ERp5 block 2 and esBAF inh -6.
`CCCN(C)C[C@H]1Oc2cc(/C=C/c3ccccc3)ccc2S(=O)(=O)N([C@@H](C)CO)C[C@H]1C` gave RAD54 inh -12, S100A4 inh HTS 26, E-selectin induc 0.0, RAD52 inh -2, ERAP1 HTS inh 0, XiGFP reactiv 0.1, ERp5 block -1 and esBAF inh 3.
CO[C@H]1CN(C)C(=O)c2cc(NC(C)=O)ccc2OC[C@H](C)N(Cc2ccccn2)C[C@H]1C was read as RAD54 inh -10, S100A4 inh HTS 141*, E-selectin induc -0.2, RAD52 inh -1, ERAP1 HTS inh 0, XiGFP reactiv 0.2, ERp5 block -3 and esBAF inh -3.
Cc1ccc(C(=O)N/C(=C\c2ccco2)C(=O)N2CCOCC2)cc1C was read as RAD54 inh -15, S100A4 inh HTS -14, E-selectin induc 0.1, RAD52 inh -21, ERAP1 HTS inh -2, XiGFP reactiv -0.1 and ERp5 block 2.
`N#Cc1c(N)n(C2OC(CO)C(O)C2O)c2ncnc(N)c12` (centres undefined) gave S100A4 inh HTS -3, E-selectin induc 1.7, RAD52 inh -6, ERAP1 HTS inh 1, XiGFP reactiv -0.1 and ERp5 block 5.
For CN(C)Cc1nc2ccccc2c(=O)n1Cc1nc(-c2cccc([N+](=O)[O-])c2)cs1 the results were S100A4 inh HTS 2, E-selectin induc -2.2, RAD52 inh -25, ERAP1 HTS inh -2, XiGFP reactiv 0.2 and ERp5 block -2.
